Compound activity from PubChem BioAssay.
TbMetRS inhib – blocks T. brucei methionyl-tRNA synthetase activity; purified T. brucei MetRS, ATP depletion, Kinase-Glo luminescence; inhibition, % at 11.9 µM; 0.4% of 360,000 active; AID 624268;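 active = inhibition above a per-plate cutoff of the control wells' mean inhibition plus 3 SD, cut at about 5.5% in these data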;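 also: 0% = DMSO wells median and 100% = median of wells with control inhibitor compound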
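Material: T. brucei methionyl-tRNA synthetase, purified; reagent: substrates ATP, L-methionine and bulk Escherichia coli tRNA; dosing: 11.9 µM single point; timing: 15 min plus 2 h at 25 °C; detection: luminescence of leftover ATP; evaluation: % inhibition; control set: DMSO-only wells as low control; replicates: singlicate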
DNMT1 block – DNMT1 (human) enzyme inhibition; DNMT1 molecular beacon, Hinp1I cleavage, fluorescence; inhibition (reported as % activation of signal), % at 10 µM; 0.83% of 360,000 active; in the data active = inhibition above about 50%
MLLE-PAM2 inh – inhibitors of microRNA-mediated deadenylation, human PABP1 MLLE binding | P11940 | GST-MLLE / FITC-PAM2 fluorescence polarization | inhibition, % at 20 µM | 0.36% of 360,000 active; in the data active = inhibition above about 35%, passing the limit was not always enough;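 also: plate controls were DMSO wells with GST-MLLE for no effect and wells lacking GST-MLLE protein for full effect; some results filed as inactive read as strong as hits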
LMPTP block – LMPTP (human) inhibition. P24666. recombinant LMPTP-A, OMFP fluorogenic substrate, fluorescence intensity. inhibition, % at 20 µM. 0.22% of 360,000 active;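 active = compounds that cut the enzyme signal by at least half of the control window in the single-dose screen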;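 also: plate controls were DMSO wells with enzyme plus substrate for no effect and substrate without enzyme for full effect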
Target sequence (P24666 whole entry, looked up): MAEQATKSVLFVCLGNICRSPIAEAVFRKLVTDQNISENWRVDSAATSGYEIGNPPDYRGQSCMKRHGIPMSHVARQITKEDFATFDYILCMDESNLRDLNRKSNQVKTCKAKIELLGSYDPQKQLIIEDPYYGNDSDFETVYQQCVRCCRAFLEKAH
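Assay system: LMPTP-A phosphatase enzyme | Input: 0.625 nM enzyme | Also added: Fluorogenic phosphatase substrate OMFP at 400 µM final | Compound dosing: One test concentration per compound, 20 µM, with 3% DMSO overall | Schedule: 50 min enzyme reaction at room temperature, protected from light | Signal: Fluorescence intensity | Benchmarks: no-enzyme and uninhibited controls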
Scp-1 inhibitor – Scp-1 (human) phosphatase inhibition | Q9GZU7 | Recombinant Scp1, phosphopeptide, malachite green phosphate absorbance | inhibition, % at 20 µM | 0.88% of 340,000 active;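 active = inhibition above about 50% at 20 µM, limit read from the data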;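 also: plate controls were DMSO wells with enzyme for no effect and wells lacking enzyme for full effect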
Target sequence (Q9GZU7 76-261 limits assumed): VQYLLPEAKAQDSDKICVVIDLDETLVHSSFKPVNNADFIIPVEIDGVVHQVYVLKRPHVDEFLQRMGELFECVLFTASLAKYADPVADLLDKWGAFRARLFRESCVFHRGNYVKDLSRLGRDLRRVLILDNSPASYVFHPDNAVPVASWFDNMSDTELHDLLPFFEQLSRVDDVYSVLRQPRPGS
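Incubation: 45 min enzyme reaction at room temperature / System: truncated SCP-1 phosphatase (76-261aa) / Reagent: Phospho 17-mer peptide substrate / Buffer or medium: Acidic Tris acetate buffer with magnesium and detergent / Signal: absorbance at 630 nm / Doses: one concentration, 20 µM, with 1.0% DMSO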
NadD block – blocks S. aureus nicotinate mononucleotide adenylyltransferase; purified NadD enzyme, colorimetric absorbance read-out; inhibition, % at 20 µM; 0.78% of 360,000 active; AID 602399; in the data active = inhibition above about 26%; also: some compounds past the cut are filed as inactive
Rpn11 block – blocks the human proteasome subunit Rpn11; O00487; human 26S proteasome, Ub4-pepOG fluorescence polarization; 20S core pre-blocked with epoxomicin; calls only at 20 µM; 0.59% of 360,000 active; AID 588493;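 active = inhibition at 20 µM, scaled to each plate's controls, above about 33%, limit read from the data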
Target sequence (O00487 whole entry, looked up): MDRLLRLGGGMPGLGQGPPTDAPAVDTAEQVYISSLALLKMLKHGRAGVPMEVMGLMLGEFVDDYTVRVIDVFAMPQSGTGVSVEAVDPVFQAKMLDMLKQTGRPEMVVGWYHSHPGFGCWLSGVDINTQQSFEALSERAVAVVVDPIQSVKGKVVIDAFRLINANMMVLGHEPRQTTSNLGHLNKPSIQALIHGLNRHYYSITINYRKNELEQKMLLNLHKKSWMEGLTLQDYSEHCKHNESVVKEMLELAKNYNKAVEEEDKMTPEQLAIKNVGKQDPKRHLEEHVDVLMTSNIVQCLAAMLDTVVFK
CSN deneddyl inh – inhibitors of human CSN-mediated cullin deneddylation | inhibition, % at 12.5 µM | AID 651999 | Purified CSN, SCF-Nedd8-OG deneddylation, fluorescence polarization | 0.38% of 360,000 active;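 active = pattern-corrected inhibition above about 35%, with an unprinted fluorescence ratio check between 0.5 and 1.5, limit read from the data, passing the limit was not always enough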;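 also: 0% = enzyme with substrate and 100% = substrate without enzyme; some results filed as inactive read as strong as hits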
Target sequence (Q92905 whole entry, looked up, one chain of several): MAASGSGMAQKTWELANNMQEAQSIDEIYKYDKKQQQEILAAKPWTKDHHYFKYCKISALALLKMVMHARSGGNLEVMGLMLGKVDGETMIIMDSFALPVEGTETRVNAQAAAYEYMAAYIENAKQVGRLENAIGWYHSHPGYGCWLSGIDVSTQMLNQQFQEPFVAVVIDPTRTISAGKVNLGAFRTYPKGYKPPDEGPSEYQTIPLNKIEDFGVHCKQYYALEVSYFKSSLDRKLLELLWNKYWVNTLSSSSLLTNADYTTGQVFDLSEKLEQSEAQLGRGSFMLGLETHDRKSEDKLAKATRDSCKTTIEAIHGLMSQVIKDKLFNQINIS
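Test system: Human Csn5 produced in HEK293T cells | Compound: 12.5 µM single point | Times: 90 min, room temperature | Signal: Fluorescence polarization readout | Read-out basis: % inhibition of substrate cleavage by Csn5 | Controls: no-enzyme wells high, enzyme-with-substrate wells low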
STEP inh – blocks human striatal-enriched tyrosine phosphatase; P54829; recombinant STEP, OMFP fluorogenic substrate, fluorescence; inhibition, % at 20 µM; 0.25% of 360,000 active; AID 588621;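 active = inhibition at 20 µM, scaled per plate between control wells, above about 37%, limit read from the data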;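 also: 0% = DMSO with enzyme and substrate and 100% = substrate only without enzyme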
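Also added – OMFP at 25 µM · Test system – STEP tyrosine phosphatase · Technique – FITC-channel fluorescence of OMFP product · Schedule – 20 min at room temperature, dark · Evaluation – control-normalized % inhibition with plate pattern correction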
SUMO1 PPI mod – SUMO1-SIM interaction modulation; P63165; SUMO1 binding to a labelled peptide, TR-FRET, 1 h; inhibition, % at 20 µM; 0.33% of 360,000 active; in the data active = inhibition above about 37%
* hit, by the source's call; i = inactive; x = no result given; & = joins results of further samples.

SMILES | TbMetRS inhib | DNMT1 block | MLLE-PAM2 inh | LMPTP block | Scp-1 inhibitor | NadD block | Rpn11 block | CSN deneddyl inh | STEP inh | SUMO1 PPI mod
Cc1cccc(NC(=O)CN2CCN(C(=O)c3ccc(-c4nc5ccccc5s4)o3)CC2)c1C | -0.5 | -2.4 | 5.3 | -0.9 | -0.8 | 1.5 | i | 3.1 | 1.0 | -27.5
CCC/C(=N/NC(=O)c1ccccc1Cl)c1ccccc1 | 0.0 | -7.0 | 6.4 | -0.6 | -0.7 | -8.9 | i | 14.5 | -2.0 | -3.1
C#CCNC(=O)C[C@@H]1C[C@@]2(C(=O)OCC)CCC=C2N(Cc2ccc3c(c2)OCO3)C1=O | -0.1 | x | x | -0.3 | x | 4.7 | x | -8.3 | x | -3.2
CCN(C(=O)COc1cccc2cccnc12)C1CCS(=O)(=O)C1 (stereo not drawn) | -0.1 | -5.9 | 6.0 | 0.1 | -3.3 | 3.0 | i | -1.7 | -1.2 | -1.2
CC12C=CC(=O)C=C1CCC1C2C(O)CC2(C)C1CCC2(O)C(=O)CO (stereo not drawn) | -0.9 | 1.6 | 2.7 | -0.2 | -11.7 | 3.2 | i | 2.2 | -3.8 | -3.0
Cc1ccc(S(=O)(=O)N2CN(CC3CCCO3)c3nc4ccccc4nc32)c(C)c1 (stereo not drawn) | -0.3 | -1.4 | 0.0 | -1.2 | -2.3 | 11.2 | i | 2.5 | -1.5 | -6.7
C=CCC1c2cccc(C(=O)O)c2C(=O)N1c1cccc(C)c1 (stereo not drawn) | 0.1 | 0.8 | 3.7 | -0.4 | -3.7 | -11.1 | i | -0.1 | 3.6 | 6.4
COc1ccccc1NC(=O)CN(Cc1ccco1)C(=O)c1cccs1 | 0.1 | -0.2 | 5.1 | -0.1 | -13.4 | 0.0 | i | -1.9 | 0.4 | 0.0
CC(C)C[C@@H](CN1CCC[C@H]1CN1C(=O)C(=O)NC[C@@H]1Cc1ccc(O)cc1)N1C[C@H](Cc2ccc(O)cc2)N(CC2CCCCCC2)C(=O)C1=O | -0.9 | x | x | 0.8 | x | 28.8 | x | -2.2 | x | 13.4
Cc1ccnc(NS(=O)(=O)c2ccc(NC(=O)/C=C/c3ccccc3)cc2)n1 | -0.1 | -0.6 | -4.0 | -0.3 | -0.7 | -6.7 | i | -1.9 | 0.5 | -9.4
O=C(/C=C/c1ccco1)N1CCN(S(=O)(=O)c2ccc(F)c(F)c2F)CC1 | -1.7 | 1.7 | 1.5 | -1.2 | 8.3 | 1.6 | i | -0.6 | 1.3 | 1.8
CCCN(C(=O)CSc1nnc2ccccn12)C1CCS(=O)(=O)C1 (stereo not drawn) | -0.1 | 2.5 | 16.5 | -2.4 | -12.0 | 1.3 | i | -2.5 | -0.5 | 2.4
CCOC(=O)N1CCN(C(=O)COc2ccc(Br)cc2)CC1 | -0.8 | -0.2 | 4.0 | -1.4 | 0.6 | -4.3 | i | -3.9 | -4.2 | -5.4
Cc1ccc(Cl)cc1-c1cc(C(=O)NCc2ccco2)[nH]n1 | 0.3 | 3.4 | -0.3 | 0.7 | x | -4.7 | i | 2.8 | -0.6 | -0.4
COc1ccc(-c2oc(NC(C)=O)c(C#N)c2-c2ccc(OC)cc2)cc1 | -1.1 | -1.7 | -9.4 | -0.2 | -7.6 | -6.4 | i | 3.5 | -2.1 | -1.5
CONc1nc(NC(C)(C)C)nc(OCC#N)n1 | 0.4 | -0.3 | -4.7 | -0.1 | -5.5 | -3.4 | i | 7.0 | -1.3 | -2.5
CCCCC12CN3CC(C)(CN(C1)C31C(=O)N(C)c3ccc(C)cc31)C2=O (stereo not drawn) | -0.8 | -5.2 | -1.9 | -1.3 | -0.3 | 2.4 | i | -4.7 | -2.2 | -8.4
O=C(C1=C[C@@H](c2ccccc2)C[C@@H](OCc2ccc(CO)cc2)O1)N1CCOCC1 | 0.0 | 4.7 | 2.8 | -0.8 | -10.3 | 2.7 | i | -2.6 | 1.3 | 2.9
O=C(CCc1nnc(-c2ccccc2)o1)NCc1c(F)cccc1F | -0.6 | -0.6 | -9.3 | -1.1 | -1.4 | -3.9 | i | 8.8 | -2.0 | -3.1
COCC(C)n1c(SCc2ccc(C(=O)OC)cc2)nc2ccccc2c1=O (stereo not drawn) | 0.0 | -1.5 | -5.2 | 4.7 | -12.8 | 0.6 | i | 0.4 | -0.1 | 6.0
CC(NC(=O)c1ccc(Cn2cc([N+](=O)[O-])cn2)cc1)c1ccccc1 (stereo not drawn) | -0.1 | 2.6 | -0.1 | -0.1 | -3.7 | 4.2 | i | -5.1 | -2.8 | -3.4
CCOc1cccc(-c2nn(-c3ccccc3)cc2/C=C(/C#N)C(=O)NCCCn2ccnc2)c1 | 0.0 | -2.8 | -1.8 | -4.3 | 1.7 | 21.4 | i | -5.7 | 2.6 | -14.6
COc1cccc(/C=N/n2c(C3CCCCC3)n[nH]c2=S)c1OC | -0.5 | -1.0 | -94.9 | -0.4 | -0.5 | 2.4 | i | -4.4 | 0.1 | 4.0
O=C(COC(=O)/C=C/c1ccccc1)Nc1ccc2c(c1)OCCO2 | -0.4 | -2.0 | -2.9 | 1.7 | 0.7 | -2.0 | i | -6.1 | 0.9 | -8.2
O=C(NNC(=O)c1n[nH]c2ccccc12)c1ccccc1 | -0.3 | 1.4 | -1.6 | -0.4 | 14.8 | -4.0 | i | 0.9 | -2.3 | -1.3

Brought forward from above: three entries, then new ones.
SMILES | TbMetRS inhib | DNMT1 block | MLLE-PAM2 inh | LMPTP block | Scp-1 inhibitor | NadD block | Rpn11 block | CSN deneddyl inh | STEP inh | SUMO1 PPI mod
COc1cccc(/C=N/n2c(C3CCCCC3)n[nH]c2=S)c1OC | -0.5 | -1.0 | -94.9 | -0.4 | -0.5 | 2.4 | i | -4.4 | 0.1 | 4.0
O=C(COC(=O)/C=C/c1ccccc1)Nc1ccc2c(c1)OCCO2 | -0.4 | -2.0 | -2.9 | 1.7 | 0.7 | -2.0 | i | -6.1 | 0.9 | -8.2
O=C(NNC(=O)c1n[nH]c2ccccc12)c1ccccc1 | -0.3 | 1.4 | -1.6 | -0.4 | 14.8 | -4.0 | i | 0.9 | -2.3 | -1.3
CCCCC(=O)N(C)c1c(CC)nc2c(OCC(=O)c3ccc(F)cc3)cccn12 | -0.3 | 1.2 | -13.7 | -0.7 | x | 2.0 | i | 0.1 | 3.9 | -1.5
CC(=O)Nc1ccc(S(=O)(=O)N2CCN(CCCOc3ccccc3Cl)CC2)cc1 | -0.6 | -5.2 | 0.8 | -1.0 | -4.0 | -4.7 | i | -3.4 | -2.4 | 0.6
CCC1Oc2ccccc2N(CC(=O)NCc2ccco2)C1=O (stereo not drawn) | -0.2 | -1.4 | 8.8 | 0.8 | -3.0 | 1.6 | i | -22.4 | 3.4 | 5.2
COc1ccc(/C=N/NC(N)=S)cc1OC(=O)c1ccccc1 | -1.1 | -10.1 | -23.5 | 1.3 | 7.5 | 5.0 | i | -0.6 | -1.0 | 4.2
CCN(CC)C(=O)C1=C(C)N(CCCN2CCCC2=O)C(=O)C(CC(=O)NC2CC2)C1 (stereo not drawn) | -1.2 | -1.1 | -5.3 | -2.3 | x | 4.1 | i | -1.6 | 1.0 | 3.4
COc1ccc(NS(=O)(=O)c2cc(NC(=O)c3cccs3)ccc2N2CCCC2)cc1 | 0.5 | -12.3 | 1.9 | 3.5 | 2.7 | 16.4 | i | -2.8 | -1.4 | 4.7
COC(=O)c1ccc(CSCC(=O)Nc2ccccc2)cc1 | 0.0 | -3.1 | 35.0 | 0.4 | -6.0 | -1.9 | i | 0.6 | -2.3 | -0.2
Nc1nc(SCC(=O)NCCN2CCOCC2)nc2sc3c(c12)CCC3 | -0.3 | 1.5 | 18.8 | -1.5 | -6.5 | -1.9 | i | -4.0 | 1.8 | 2.4
CC(C)(C)c1nnc(NC(=O)c2cccnc2)s1 | -0.5 | 4.8 | -11.7 | 0.4 | 8.7 | 1.6 | i | 1.6 | -1.4 | 0.6
Cc1cccc(NC(=O)N2CCc3ccccc3C2)c1C | -0.3 | -0.4 | 0.7 | -1.2 | 2.4 | 2.0 | i | -5.5 | 0.0 | -2.8
Cc1nn(C(C)C)c(C)c1[C@@H]1C[C@H]2CN(Cc3cccc(Cl)c3)C(=O)[C@]23CCCN13 | -0.5 | -2.2 | -30.9 | 3.5 | -9.0 | -0.8 | i | 4.5 | 0.2 | 1.6
O=C(NC1CCCCC1)N1CCN(c2ccc(Cl)cc2)CC1 | 0.3 | 2.5 | 2.0 | 0.7 | 9.4 | -0.3 | i | -3.9 | -0.8 | 1.6
CCOC(=O)c1ccccc1C(=O)N1CCOCCOCCOCC1 | -1.1 | 7.5 | 8.6 | -1.4 | 0.7 | 2.3 | i | -4.9 | -1.4 | 1.0
Cc1ccc2c(c1)N(CC(=O)N1CCCC1)C(=O)c1cccnc1O2 | -0.2 | -0.5 | -4.0 | -0.1 | -2.5 | -4.7 | i | -2.6 | -0.8 | 3.4
Cc1cc2oc(=O)cc(CN3CCOCC3)c2c(C)c1Cl | -0.4 | 2.5 | 1.2 | -2.4 | -12.8 | -2.1 | i | 3.0 | -4.1 | 0.1
CCOC(=O)C1CCN(c2ncnc3c2cnn3-c2ccc(OC)cc2)CC1 | -1.6 | 2.5 | -4.4 | -1.2 | -1.2 | -0.8 | i | -5.0 | 1.4 | 3.6
Cc1ccc(-c2cn(-c3ccccc3)c3[n+]2CCCS3)cc1 | -1.0&-0.2 | 0.5&2.5 | -3.1&-10.4 | -0.9&-1.3 | 0.5&26.3 | 0.2&8.0 | i | -1.0&4.7 | -0.6&-0.8 | 0.9&1.0
CN1CCN(C(=O)CCN2C(=O)/C(=C\c3ccc(Cl)cc3)SC2=S)CC1 | 0.2 | 0.4 | 17.5 | -5.7 | -5.3 | -5.6 | i | -4.8 | 0.8 | -29.3
Cc1cc(/C=C(\C#N)C(N)=O)c(C)n1-c1ccc(N2CCOCC2)c([N+](=O)[O-])c1 | 0.5 | -3.9 | -1.3 | -0.6 | -15.3 | 4.6 | i | 2.5 | -1.5 | -17.6
Cn1nnnc1SCC(=O)Nc1cc(C(F)(F)F)ccc1N1CCOCC1 | -0.2 | -3.1 | 9.1 | -1.5 | -4.0 | -0.2 | i | 8.7 | -0.3 | -2.2
CS(=O)(=O)N(CC(=O)N1CCCC1)Cc1ccc(F)cc1 | -0.5 | 1.5 | -5.5 | -2.6 | -7.5 | -5.4 | i | -1.7 | -4.5 | 3.2
